CHX counter: Cycloheximide Counterscreen for Small Molecule Inhibitors of Shiga Toxin | cell reporter, cycloheximide protein synthesis inhibition counterscreen | max response, % | 300,000 tested, 12% active | AID 2314, 2010; in the data active means max response mostly above about 13%, no sharp cut-off; inactive means mostly below about 14%; further: read at 38.3 µM for the half of the compounds with a filed dose; 0% is about no effect
Pf growth 96h: Primary qHTS for delayed death inhibitors of the malarial parasite plastid, 96 hour incubation; P. falciparum luciferase reporter growth, 96 h; 320,000 tested, 6.9% active; Potency, µM (highest dose often 28.7 µM), for inactives: at the top dose activity change, negative = inhibition, actives largely listed as inhibitors; AID 504834, 2011; further: potency means the concentration at half of the fitted maximal effect; on the % scale 0 is the no-effect control and ±100 the full control effect
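Infected RBCs, 2% Hct / 0.05% parasitemia final; luciferase-reporter P. falciparum; cpd 96 h, 37 C, 5% CO2; luciferase detection reagent; luminescence.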
AMA1-RON2 inh: qHTS for Inhibitors of AMA1-RON; Towards Development of Antimalarial Drug Lead: Primary Screen. AID 720542, 2013. Potency, µM (series often up to 58.2 µM), inactives show top-dose activity change, negative = inhibition, hits mostly inhibitors. 360,000 tested, 0.2% active. AlphaScreen AMA1-biotinylated RON2 peptide binding. Plasmodium falciparum AMA1 (3D7) - RON2 peptide interaction;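 further: potency means the concentration at half of the fitted maximal effect; 0% = vehicle wells and -100% = peptide control; nearly all actives have a fitted effect of over 45% in size; some results filed as inactive show a strong effect at the top dose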
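AMA1 (3D7) with his tag at 25 nM final met compounds first, then biotinylated RON2 peptide at 25 nM; detection used donor plus acceptor beads, 10 µg/mL apiece, read by AlphaScreen after 30 min at room temperature.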
Pf growth 48h: Primary qHTS for delayed death inhibitors of the malarial parasite plastid, 48 hour incubation | P. falciparum luciferase growth in erythrocytes, 48 h | Potency, µM (highest dose often 28.7 µM), without a hit: top-dose activity change, negative = inhibition, most hits filed as inhibitors | 310,000 tested, 5.9% active; further: potency means the concentration at half of the fitted maximal effect; on the % scale 0 is the no-effect control and ±100 the full control effect
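Luciferase-expressing P. falciparum in infected erythrocytes (2% hematocrit, 0.1% parasitemia final) in RPMI 1640/0.5% Albumax were exposed to compound for 48 hours at 37 C, 5% CO2; growth read as luminescence.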
LmPK inh: qHTS Assay for Inhibitors of Leishmania Mexicana Pyruvate Kinase (LmPK) | purified LmPK, Kinase-Glo ATP luminescence, 1 h | Q27686 | 290,000 tested, 0.37% active | Potency, µM (top dose mostly 57.5 µM), without a hit: top-dose activity change, negative = inhibition, actives largely listed as inhibitors; further: potency means the concentration at half of the fitted maximal effect; on the % scale 0 is the no-effect control and ±100 the full control effect
Target sequence (Q27686 whole entry, looked up): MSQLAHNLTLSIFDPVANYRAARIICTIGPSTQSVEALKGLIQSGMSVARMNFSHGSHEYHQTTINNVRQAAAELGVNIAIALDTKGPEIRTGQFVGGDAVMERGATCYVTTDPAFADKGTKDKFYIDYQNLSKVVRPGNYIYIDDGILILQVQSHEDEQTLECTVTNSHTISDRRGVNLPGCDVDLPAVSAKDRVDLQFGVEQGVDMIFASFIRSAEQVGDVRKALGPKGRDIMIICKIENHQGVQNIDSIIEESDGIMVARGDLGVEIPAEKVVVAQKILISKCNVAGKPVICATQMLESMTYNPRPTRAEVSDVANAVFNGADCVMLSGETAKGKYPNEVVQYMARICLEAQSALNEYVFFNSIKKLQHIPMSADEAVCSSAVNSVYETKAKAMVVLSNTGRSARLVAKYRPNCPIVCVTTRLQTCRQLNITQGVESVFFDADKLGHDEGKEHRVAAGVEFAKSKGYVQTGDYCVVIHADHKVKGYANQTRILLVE
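Screened at intermediate enzyme activity to detect both inhibitors and activators: LmPK at 0.1 nM, with a 0.5 nM enzyme column as activation reference. PEP 0.5 mM, ADP 0.1 mM; ATP detected by luminescence after 1 h.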
Shiga toxin inh: A qHTS for Small Molecule Inhibitors of Shiga Toxin. Vero cells, Shiga toxin protein synthesis inhibition reporter. inhibition, % at 38.7 µM. 290,000 tested, 9.2% active; in the data active means inhibition mostly above about 28%, no sharp cut-off; inactive means mostly below about 43%; further: 0% is about no effect
TbPYK inhibitor: qHTS of Trypanosoma Brucei Inhibitors; TbPYK enzyme, Kinase-Glo Plus ATP luminescence, 45 min; Potency, µM (highest dose often 76.8 µM), inactives show at the top dose activity, negative = inhibition, usual class: inhibitors; 410,000 tested, 0.12% active; AID 624173, 2012; further: potency means the concentration at half of the fitted maximal effect; on the % scale 0 is the no-effect control and ±100 the full control effect; nearly all actives have a fitted effect of over 50% in size
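Activity of T. brucei pyruvate kinase was followed by Kinase-Glo Plus luminescence after the enzyme reacted 45 min at room temperature with 130 uM ADP (final) and substrate. Test compounds were added before ADP at multiple concentrations.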
* = called active by the depositor; ? = inconclusive; · = not tested or not shown; & = joins results of further samples; [ ] = dose if it differs, or a comment. Unless noted, the call rests on the fitted dose curve; in most records, active means well fitted curve in the direction sought with a large enough effect; inconclusive means small, poorly fitted or top-dose-only effect, or another doubt; inactive means no such curve, though single readings can be large; an effect the other way counts as inactive or inconclusive.

SMILES	CHX counter	Pf growth 96h	AMA1-RON2 inh	Pf growth 48h	LmPK inh	Shiga toxin inh	TbPYK inhibitor
O=C(COC(=O)CCS(=O)(=O)c1ccccc1)NC(=O)c1ccc(OC(F)F)cc1	·	10%	-3%	-3%	·	·	4%
Clc1ccc2nc(N3CCCCC3)sc2c1	39*	?	-23%	184%[activator]	-25%	82*	-2%
COc1ccc(CNC(=O)COC(=O)c2ccc(Br)o2)cc1	·	-23%	3%	-6%	·	·	-8%
Cc1ccc2c(c1)COc1c3ccc(C(=O)O)cc3nn1-2	-4	97%[activator]	2%	70%[activator]	?	-8	?
O=C(Nc1nnc(C2=COCCO2)o1)c1ccc(F)cc1	1	?	4%	?	4%	26	-5%
CCN(Cc1ccccc1)C(=O)Cn1cc(S(=O)(=O)NC)c(S(=O)(=O)NC)c1	-3	7%	-2%	22%	2%	-9	4%
CCN(CC(=O)NCc1cccs1)C(=O)/C=C/c1cc(OC)c(OC)c(OC)c1	·	4%	0%	13%	·	·	2%
COc1cc(OC)c(NC(=O)[C@@H]2CCC(=O)N2C2OC(=O)c3c2ccc(OC)c3OC)cc1Cl (some centres undefined)	-3	?	-4%	7%	0%	-12	5%
COCCNC(=S)N(CCCO)Cc1cc2cc3c(cc2[nH]c1=O)OCCO3	-1	0%	9%	-1%	-2%	-5	3%
O=C(Nc1ccc(S(=O)(=O)N2CCOCC2)cc1)c1ccccc1	-2	-14%	-8%	-17%	-1%	-9	7%
Cc1cc(C)cc(NC(=O)C(OC(=O)c2ccc([N+](=O)[O-])o2)c2ccccc2)c1 (centres undefined)	-2	-27%	7%[11.6 µM]	5%	-3%	30*	-4%
COc1ccccc1N1CCN(C(=S)NC(=O)/C=C/c2ccc(F)cc2)CC1	2	-24%	86%[activator]	-14%	2%	32	-6%
Cc1ccc(C(=O)NCC(=O)OCC(=O)c2ccc(Cl)s2)cc1	·	15%	7%	2%	·	·	-5%
COc1ccc(-n2c(C)nc3cc(C(=O)NCCN4CCOCC4)ccc32)cc1	0	-23%	7%	·	-4%	-4	-2%
COc1ccc(C(=O)Nc2ccc(Cl)cc2C(=O)NCCN2CCOCC2)cc1	-2	?	14%	?	-1%	-13	-2%
COc1ccc(S(=O)(=O)N(C)C)cc1NC(C)C(=O)Nc1cccc(C#N)c1 (centres undefined)	-2	?	-7%	2.9µM*	-1%	8	-2%
N#Cc1ccc(CN2CCN(C(=O)CNC(=O)Cc3cccc4ccccc34)CC2)cc1	·	-9%	1%	?	·	·	-9%
Cc1ccc(C)c(S(=O)(=O)NCC(c2ccc3c(c2)OCO3)N2CCOCC2)c1 (centres undefined)	·	?	14%	-17%	·	·	2%
Cc1ccc(NC(=O)C(C)c2cccc(C(=O)c3ccccc3)c2)cc1O (centres undefined)	-3	?	-3%[2.32 µM]	-20%	0%	12	-5%
CCOC(=O)C1=C(O)C(Nc2nc3ccccc3s2)(C(F)(F)F)N=C1C (centres undefined)	-2	20%	27%	17%	0%	24	-13%

Part of the list above, as a markdown table.
| smiles | CHX counter | Pf growth 96h | AMA1-RON2 inh | Pf growth 48h | LmPK inh | Shiga toxin inh | TbPYK inhibitor |
| --- | --- | --- | --- | --- | --- | --- | --- |
| COc1ccccc1N1CCN(C(=S)NC(=O)/C=C/c2ccc(F)cc2)CC1 | 2 | -24% | 86%[activator] | -14% | 2% | 32 | -6% |
| Cc1ccc(C(=O)NCC(=O)OCC(=O)c2ccc(Cl)s2)cc1 | · | 15% | 7% | 2% | · | · | -5% |
| COc1ccc(-n2c(C)nc3cc(C(=O)NCCN4CCOCC4)ccc32)cc1 | 0 | -23% | 7% | · | -4% | -4 | -2% |

Carrying on:
SMILES	CHX counter	Pf growth 96h	AMA1-RON2 inh	Pf growth 48h	LmPK inh	Shiga toxin inh	TbPYK inhibitor
CC1CN(CCOCCSc2ccccc2)CC(C)O1 (centres undefined)	6	-18%	-2%	9%	0%	-7	3%
CCOC(=O)c1oc2ccccc2c1NC(=O)c1ccc(Cl)s1	-4	2%	2%	-11%	1%	-8	-2%
CC(=O)Nc1cccc(Oc2ncccc2[N+](=O)[O-])c1	-1	6%	-4%	12%	-5%	6	2%
O=C(O)CCCC(=O)NCc1ccccn1	-1	27%	34%[activator]	-12%	-1%	6	4%
CN1CCc2nc(NC(=O)COc3ccc4ccccc4c3)sc2C1	6	-104%	?	?	3%	24	-10%
Cc1ccc(S(=O)(=O)N(C)c2ccc(OCC(=O)Nc3ccc(C(=O)N(C)C)cc3)cc2)cc1C	·	?	-18%	?	·	·	1%
COc1ccc(-c2ccc([C@H]3[C@H]4C=CC[C@@H](C)[C@@H]4C(=O)N3Cc3ccccc3)c(F)c2)cc1	-5	?	10%	12µM*	2%	2	-14%
CCOC(=O)C1=C(CP(=O)(c2ccccc2)c2ccccc2)NC(=O)NC1c1ccc(OC)cc1 (centres undefined)	1	?	-6%	?	0%	5	-4%
Cc1ccccc1NC(=O)C1Cc2ccccc2CN1C(=O)c1ccco1 (centres undefined)	45*	-27%	4%	-22%	-1%	77*	-14%
O=C(c1ccc(S(=O)(=O)N2CCOCC2)cc1)N1CCc2ccccc2C1	0	-25%	188%[activator]	?	0%	-7	8%
O=c1c2ccccc2nc(/C=C/c2ccco2)n1-c1ccccc1O	24*	?	-11%	?	1%	24	-3%
c1ccc(COc2cccc(CNCc3cccnc3)c2)cc1	9	7%	-8%	?	-1%	13	2%
CC1(C)Cc2c(c(N3CCOCC3)nc3sc(C(=O)N4CCCCC4)c(N)c23)CO1	4	?	26%	3%	-13%	-7	?
CNc1nc(-c2ccc(Cl)cc2)cs1	27*	18%	-7%	83%[activator]	-8%	76*	-1%
COCCn1c(C(F)(F)F)ccc(NC(=O)c2ccccc2)c1=O	48*	140%[activator]	-16%	125%[activator]	-10%	51*	-1%
CC(C(=O)N1CCOCC1)c1ccc([N+](=O)[O-])cc1 (centres undefined)	-1	35%[activator]	-4%	6%	-6%	-9	1%
Cc1ccc(C(=O)/C=C/c2ccccc2)o1	40*	?	-9%	·	-20%	61	-9%
Cc1ccc(Cl)cc1N=C(N)N=C(N)N	-3	?	25%	?	2%	-10	1%
Cn1nnnc1SCc1nnc(-c2ccc(F)cc2)o1	22*	·	1%	53%[activator]	5%	39*	6%
O=C(Nc1cc(C(F)(F)F)ccc1N1CCOCC1)C1=COCCO1	·	?	-8%	-2%	·	·	2%
O=C1C2CSCN2C(=O)CN1CCCN1CCN(C(c2ccccc2)c2ccccc2)CC1 (centres undefined)	11	?	-9%	?	2%	-2	-3%
C=CCSc1nsc(N)n1	-2	?	?	-19%	-3%	-9	4%
O=C(NCC1CCCO1)c1onc(CSc2ccc(Cl)cc2)c1C(=O)O (centres undefined)	-4	-8%	3%	24%	5%	-4	1%
CCC(C)c1ccc(OCC(=O)Nc2cccc(C(=O)Nc3ccc(C(=O)O)cc3)c2)cc1 (centres undefined)	8	-8%	-3%	-20%	-9%	-17	8%
CC1CCN(S(=O)(=O)c2ccc(C(=O)Nc3sccc3C(N)=O)cc2)CC1	17	8.3µM*	-5%	?	0%	16	-2%
Clc1ccc(OCCCc2nc(-c3cccnc3)no2)c(Cl)c1	14	9.3µM*	32%[activator]	6%	2%	-13	-7%
CC(Nc1nc(C(F)(F)F)nc2ccccc12)c1cccs1 (centres undefined)	-5	?	-6%	?	3%	29	-23%
CC(C)C(=O)NC(=S)Nc1ccc(S(=O)(=O)N2CCCC2)cc1	6	-23%	-2%	7%	1%	-9	7%
Cc1onc(-c2c(Cl)cccc2Cl)c1C(=O)N[C@@H]1C(=O)N2[C@@H]1SC(C)(C)[C@@H]2C(=O)O	-1	-13%&-6%	11%&-2%	?	-2%	27	-6%&-6%&-7%
CCOC(=O)CN1C(=O)/C(=C2\SC(=S)N(NC(=O)c3cccnc3)C2=O)c2ccccc21	1	-2%	13%	-1%	0%	-3	11%
Clc1cccc(CNCC2CCCO2)c1Cl (centres undefined)	-1	?	-1%	-2%	-10%	-12	1%
Cc1ccccc1CS(=O)(=O)Cc1ccc(C(=O)NCc2cccnc2)o1	-2	?	-1%	22%	3%	-6	-10%
COC(=O)c1[nH]c2c(c1C)C(=O)CC(c1cc(OC)ccc1OC)C2 (centres undefined)	-2	8%	0%	?	6%	12	-7%
COc1ccc(-c2cc(C(F)(F)F)nc(SCC(=O)NCc3ccco3)n2)cc1OC	14	?	2%	?	3%	-38	-11%
COc1ccc(CCC(=O)Nc2cc(S(C)(=O)=O)ccc2Cl)cc1	-2	15%	·	7%	0%	-4	·
Cc1ccc(C(=O)NCc2ccc3c(c2)OCO3)cc1S(=O)(=O)N1CCOCC1	-3	?	-3%	-18%	3%	-9	-6%
CN(C)/C=C/C(=O)c1c(F)cccc1F	5	36%[activator]	-2%	41%[activator]	0%	2	1%
COc1cccc(NC(=O)Nc2ccc(C)c(Cl)c2)c1	45*	38%[activator]	15%	-68%	3%	78*	3%
COc1ccc(-c2[nH]ncc2CN2CCCC(C(=O)c3ccc(OC)cc3OC)C2)cc1 (centres undefined)	-3	0.83µM*	3%	13µM*	9%	-13	-2%
CC(CCc1ccccc1)NC(=O)Cc1ccc([N+](=O)[O-])cc1 (centres undefined)	-1	-8%	-2%	-6%	0%	-6	-19%
COc1ccccc1C1C([N+](=O)[O-])=CC([N+](=O)[O-])=CN1C (centres undefined)	0	-11%	15%	-2%	2%	-8	-8%
Cc1n[nH]c(C)c1CN(C)C(=O)C1CCC(=O)N(CCc2cccc(F)c2)C1 (centres undefined)	-3	-12%	6%	14%	0%	-1	-12%
CC(C)CC(=O)Nc1ccnn1C1CCN(C(=O)c2ccc(F)cc2Cl)CC1	6	-3%	-9%	0%	-6%	14	-3%
CC(O)[C@H]1CNC(=O)C(=O)N1CCc1cccc2ccccc12 (some centres undefined)	-2	25%	3%	-8%	1%	-5	1%
CCOc1ccccc1C1NC(=O)CCC1[N+](=O)[O-] (centres undefined)	-1	53%[activator]	-5%	23%	-7%	-13	-5%
COc1cccc(NC(=O)CN(C)C(=O)CN2C(=O)NC(C)(c3ccc4ccccc4c3)C2=O)c1 (centres undefined)	·	12%	6%	-4%	·	·	2%
COc1ccc(CCNC(=O)c2c[nH]c3ccc(F)cc3c2=O)cc1OC	-4	0%	0%	12µM*	2%	·	-3%
CC(CCc1ccccc1)NC(=O)c1nnc(Cc2ccc(F)cc2)o1 (centres undefined)	-4	?	6%	4%	3%	-20	-3%

4 compounds drawn at random from those above:
SMILES	CHX counter	Pf growth 96h	AMA1-RON2 inh	Pf growth 48h	LmPK inh	Shiga toxin inh	TbPYK inhibitor
COc1cccc(NC(=O)CN(C)C(=O)CN2C(=O)NC(C)(c3ccc4ccccc4c3)C2=O)c1 (centres undefined)	·	12%	6%	-4%	·	·	2%
COc1ccc(CCNC(=O)c2c[nH]c3ccc(F)cc3c2=O)cc1OC	-4	0%	0%	12µM*	2%	·	-3%
Cc1n[nH]c(C)c1CN(C)C(=O)C1CCC(=O)N(CCc2cccc(F)c2)C1 (centres undefined)	-3	-12%	6%	14%	0%	-1	-12%
CC(O)[C@H]1CNC(=O)C(=O)N1CCc1cccc2ccccc12 (some centres undefined)	-2	25%	3%	-8%	1%	-5	1%
